Screening results as filed in PubChem BioAssay.
PKM2 act: qHTS Assay for Activators of Human Muscle isoform 2 Pyruvate Kinase | AID 1631, 2009 | purified PKM2, Kinase-Glo ATP luminescence, activation; response scale: 0% is enzyme alone, no compound | 260,000 compounds, 0.34% hits | Potency, µM (doses to about 57.5 µM), without a hit: at the top dose activation, actives largely listed as activators | Pyruvate kinase PKM (Homo sapiens), P14618; further: potency means the concentration at half of the fitted maximal effect; on the % scale 0 is the no-effect control and ±100 the full control effect; nearly all actives have a fitted effect of over 55% in size
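hPK-M2, >95% pure; 0.1 mM ADP / 0.5 mM PEP final; imidazole pH7.2 buffer w/ 7 mM MgCl2, 50 mM KCl; 1 h RT; Kinase-Glo lum. Intermediate enzyme activity for dual inhibitor/activator qHTS.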
Menin MLL FP TR: qHTS Assay for Inhibitors Targeting the Menin-MLL Interaction in MLL Related Leukemias: Competition With Texas Red Labeled MLL-derived Mutant Peptide | O00255 | Menin + Texas Red MLL mutant peptide, fluorescence polarization | Potency, µM (top dose mostly 61.6 µM), inactives show at the highest dose FP activity change, negative = inhibition, hits mostly inhibitors | 270,000 compounds, 0.23% hits | AID 1768, 2009; active means well fitted inhibition curve with a large enough effect in the polarisation, with a control signal flat, not every such curve was filed as active; inconclusive means small, poorly fitted or top-dose-only effect, or effect the other way, or a change in a side signal; inactive means no such curve, though single readings can be large or run the other way; the % refers to the polarisation; further: potency means the concentration at half of the fitted maximal effect; % of control where 0% means no effect; many of its hits are not listed in these tables
GALK inhibitor: qHTS Assay for Inhibitors of Human Galactokinase (GALK); AID 1868, 2009; Purified GALK, Kinase-Glo residual ATP luminescence; P51570; 270,000 compounds, 0.007% hits; Potency, µM (series often up to 57.5 µM), without a hit: at the top dose activity change, negative = inhibition, actives largely listed as inhibitors; further: potency means the concentration at half of the fitted maximal effect; on the % scale 0 is the no-effect control and ±100 the full control effect
Target sequence (P51570 whole entry, looked up): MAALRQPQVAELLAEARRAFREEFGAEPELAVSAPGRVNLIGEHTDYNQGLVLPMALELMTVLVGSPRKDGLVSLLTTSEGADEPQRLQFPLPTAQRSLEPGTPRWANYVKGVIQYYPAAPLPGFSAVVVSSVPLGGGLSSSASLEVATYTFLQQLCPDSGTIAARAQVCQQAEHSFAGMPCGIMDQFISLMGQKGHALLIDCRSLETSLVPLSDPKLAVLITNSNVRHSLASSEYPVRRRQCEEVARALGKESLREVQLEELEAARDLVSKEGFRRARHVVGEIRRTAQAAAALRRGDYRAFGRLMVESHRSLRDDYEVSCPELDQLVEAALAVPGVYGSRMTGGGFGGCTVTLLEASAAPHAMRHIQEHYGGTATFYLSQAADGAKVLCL
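Quantitative HTS: GALK 5 nM, ATP 35 uM, galactose 100 uM, 1 h room temperature, then luciferase-based ATP detection.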
B2AR arrestin: qHTS assay of beta-arrestin-biased ligands of beta2-adrenergic receptor | Beta-2 adrenergic receptor (Homo sapiens), P07550 | beta-arrestin recruitment to beta2AR, cell-based reporter | Potency, µM (top dose mostly 46.1 µM), for the others: at the top dose activation, most hits filed as activators | 330,000 compounds, 0.02% hits | AID 492947, 2010;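 further: potency means the concentration at half of the fitted maximal effect; 0% = DMSO controls and full agonism = EC100 isoproterenol or metaproterenol; nearly all actives have a fitted effect of over 65% in size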
Target sequence (P07550 whole entry, looked up): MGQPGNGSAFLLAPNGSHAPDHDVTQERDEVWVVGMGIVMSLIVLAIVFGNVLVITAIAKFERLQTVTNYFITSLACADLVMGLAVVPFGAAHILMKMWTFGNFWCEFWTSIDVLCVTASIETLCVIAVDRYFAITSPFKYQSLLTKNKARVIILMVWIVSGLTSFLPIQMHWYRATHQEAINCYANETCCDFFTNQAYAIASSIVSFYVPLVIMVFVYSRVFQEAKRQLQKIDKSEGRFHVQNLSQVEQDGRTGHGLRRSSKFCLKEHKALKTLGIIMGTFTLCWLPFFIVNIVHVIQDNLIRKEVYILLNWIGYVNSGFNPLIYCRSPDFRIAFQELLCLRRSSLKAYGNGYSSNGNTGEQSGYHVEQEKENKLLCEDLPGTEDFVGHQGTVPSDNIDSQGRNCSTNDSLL
PTAP TSG101 blk: qHTS Assay for Iinhibitors of HIV-1 Budding by Blocking the Interaction of PTAP/TSG101; Tumor susceptibility gene 101 protein (Homo sapiens), Q99816; Fluorescence polarization, FITC-PTAP peptide / Tsg101 binding; Potency, µM (series often up to 115 µM), without a hit: top-dose activity change, negative = inhibition, most hits filed as inhibitors; 340,000 tested, under 10 active; AID 493005, 2010; active means well fitted inhibition curve with a large enough effect in the main read-out, with a control signal flat, not every such curve was filed as active; inconclusive means small, poorly fitted or top-dose-only effect, or effect the other way, or a change in a side signal; inactive means no such curve, though single readings can be large or run the other way; further: potency means the concentration at half of the fitted maximal effect; % of control where 0% means no effect
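Fluorescence anisotropy tracks displacement of a FITC-tagged PTAP peptide (50 nM) from the Tsg101 binding domain (10 uM), following a 20 min room-temperature incubation at pH 7.5.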
a7 integrin act: qHTS for Activators of Integrin-Mediated Alleviation for Muscular Dystrophy. alpha7betagal myoblasts, beta-gal FDG fluorescence, 48 h. Potency, µM (doses to about 38.3 µM), for inactives: top-dose activation, actives largely listed as activators. 350,000 compounds, 0.064% hits;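 further: potency means the concentration at half of the fitted maximal effect; 100% = response of the positive control SU9516; nearly all actives have a fitted effect of over 60% in size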
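Alpha7betagal+/- myoblasts (passage 13) were plated 16-24 hr, then exposed to compounds (1:260 dilution of DMSO stock) for 48 hours at 37C. After MPER lysis, β-galactosidase reporter activity was read as FDG fluorescence (ex 480/em 540) after 30 minutes.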
Giardia killer: Small Molecules that selectively kill Giardia lamblia: qHTS; Giardia lamblia trophozoite viability; activity change, % at 7.66 µM, hits read low; 340,000 compounds, 0.15% hits; in the data active means activity change below about -80%; inconclusive means between about -30% and that limit;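 further: parasites exposed to compound for two days anaerobically before the ATP read; on the % scale 0 is the no-effect control and ±100 the full control effect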
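Luminescence from cellular ATP indicates surviving trophozoites (100 cells/well) following 48 hrs anaerobic compound treatment at 37 deg C; signal develops 15-30 min at room temperature.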
Chronic BCR inh: qHTS Assay to Find Inhibitors of Chronic Active B-Cell Receptor Signaling. ABC-DLBCL IkBa-CBG/CBR reporter, luminescence ratio, 4 h. Potency, µM (top dose mostly 46.1 µM), inactives show at the top dose ratio change, negative = lower green/red ratio, usual class: inhibitors. 340,000 compounds, 0.05% hits; active means well fitted inhibition curve with a large enough effect in the signal ratio, with a control signal flat, not every such curve was filed as active; inconclusive means small, poorly fitted or top-dose-only effect, or effect the other way, or a change in a side signal; the % refers to the signal ratio;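 further: potency means the concentration at half of the fitted maximal effect; plate controls were basal doxycycline-induced cells for no effect and cells given 10 µM MG132 for full effect; MG132 reads +100%, hits lower the ratio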
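TMD8 human ABC-DLBCL cells with doxycycline-inducible IκBα–green luciferase fusion and unfused red luciferase, in 0.5% FBS medium; compounds up to 46 uM, 4 h at 37C. Green/red luminescence ratio, filter-overlap corrected, fitted to concentration-response curves.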
FBPA coupling cs: qHTS Assay for Inhibitors of Fructose-1,6-bisphosphate Aldolase from Giardia Lamblia: Coupling assay counterscreen | coupling enzyme system counterscreen, AmpLite Red fluorescence | activity change, negative = inhibition, % at 58.2 µM, hits read low | 290,000 compounds, 0.67% hits | AID 2472, 2010; in the data active means activity change below about -30%; further: on the % scale 0 is the no-effect control and ±100 the full control effect
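Activity here indicates interference with the coupling reaction, not aldolase inhibition. Compounds at 57.5 uM final met coupling enzymes for 10 min at RT; substrate and AmpLite Red detection followed, with a 525/598 nm fluorescence read after 20 min.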
S-ASM inh: Inhibitors of Secretory Acid Sphingomyelinase (S-ASM): qHTS; Sphingomyelin phosphodiesterase (Homo sapiens), P17405; placental ASM, HMU-PC fluorogenic substrate, 60 min; Potency, µM (highest dose often 57.5 µM), inactives show at the highest dose activity change, negative = inhibition, hits mostly inhibitors; 340,000 compounds, 0.006% hits; AID 504937, 2011; further: potency means the concentration at half of the fitted maximal effect
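Fluorescence read-out (Ex 386 nm, Em 447 nm) after stopping the reaction at pH 10. Enzyme: ASM from human placenta; substrate HMU-PC0, 9 uM final; 60 min, 37 °C. Compound preincubation 10 min, ambient temperature.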
Tb PFK inh: qHTS Assay to Find Inhibitors of T. brucei phosphofructokinase; ATP-dependent 6-phosphofructokinase (Trypanosoma brucei brucei), O15648; T. brucei PFK, ADP-Glo luminescence; AID 485367, 2010; 330,000 compounds, 0.17% hits; Potency, µM (titrated, usually from 57.5 µM), without a hit: at the highest dose activity, negative = inhibition, usual class: inhibitors;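 further: potency means the concentration at half of the fitted maximal effect; 0% = uninhibited 1x PFK enzyme wells and -100% = no-enzyme wells; nearly all actives have a fitted effect of over 60% in size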
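1.25 nM PFK with 0.5 mM F6P and 0.1 mM ATP in 0.1 M TEA pH 8.0, 5 mM MgCl2, incubated 45 min at room temperature; ADP measured by ADP-Glo luminescence; compounds titrated up to 57 uM.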
* = called active by the depositor; i = inactive; ? = inconclusive; . = not tested or not shown; [ ] = remark or other dose. Unless noted, the call rests on the fitted dose curve; in most records, active means well fitted curve in the direction sought with a large enough effect; inconclusive means small, poorly fitted or top-dose-only effect, or another doubt; inactive means no such curve, though single readings can be large; an effect the other way counts as inactive or inconclusive. These rows are one share of the data. The share of hits here may be higher or lower than overall.

SMILES	PKM2 act	Menin MLL FP TR	GALK inhibitor	B2AR arrestin	PTAP TSG101 blk	a7 integrin act	Giardia killer	Chronic BCR inh	FBPA coupling cs	S-ASM inh	Tb PFK inh
Cc1nc2ccc(C(=O)OCc3ccccc3Br)cc2nc1C	0.0%	9.5%	2.7%	-0.2%	-10.3%	27.1%	-12.6	-0.4%	1.4	-5.7%	3.7%
COc1ccc(Br)cc1CN1CCCC(C(=O)N2CCCCCC2)C1 (centres undefined)	-0.4%	-9.9%	-1.3%	1.0%	-0.5%	-35.2%	2.6	0.0%	1.2	3.0%	-4.8%
COc1c(Br)cc2c(C)c(C(=O)O)oc2c1Br	-10.8%	5.2%	.	-0.4%	-8.3%	-11.8%	-13.8	8.5%	13.0	-1.0%	14.4%
O=C(NCc1ccc(F)cc1)C1CCN(S(=O)(=O)c2cccnc2)CC1	.	25.9%	3.8%	0.1%	-4.5%	22.2%	-13.9	6.9%	-1.4	1.6%	-12.8%
CN(C)N=Nc1ccc(-c2cn(Cc3ccccc3)cn2)cc1	-5.1%	-0.2%	3.7%	-0.2%	-0.7%	-0.5%	-3.4	?	0.4	-0.5%	-3.0%
C/C(=N\NC(=O)CN(c1ccc(C)cc1)S(C)(=O)=O)c1cccs1	-3.9%	-0.1%	.	-1.0%	-2.6%	12.4%	2.4	2.9%	-2.4	4.5%	-5.2%
CCCc1nnc(NC(=O)CCC(=O)NCc2ccc(OC)cc2)s1	5.0%	.	1.7%	-1.4%	-2.0%	8.5%	13.3	-2.8%	2.8	2.9%	-1.1%
O=C(CCc1nc2ccccc2c(=O)[nH]1)N1CCN(c2ccc(F)cc2)CC1	0.0%	?	1.0%	0.0%	-1.7%	13.6%	8.8	-2.7%	0.6	-4.3%	3.7%
CC(C)Cn1c(-c2ccc(F)cc2)n[nH]c1=S	-11.5%	-9.0%	2.9%	0.2%	-8.3%	5.7%	-6.6	-1.2%	1.2	-1.8%	-0.1%
O=S(=O)(NCC1CCCO1)c1ccc(Oc2ccccc2)cc1 (centres undefined)	-12.6%	?	-1.3%	0.4%	-14.1%	-31.5%	4.8	-9.7%	1.5	4.7%	0.0%
CCOC(=O)C1CCN(C(=O)C(CCSC)NC(=O)c2ccccc2OC)CC1 (centres undefined)	.	.	.	0.4%	1.5%	0.7%	-11.2	?	.	0.8%	6.8%
O=C(/C=C/NCC(=O)c1ccccc1)c1ccc(Br)cc1	25.1%	-23.4%	0.1%	-0.7%	0.6%	-8.2%	12.7	?	-0.7	-3.9%	-5.1%
Fc1cccc(/C=N/Nc2ccc3ccccc3n2)c1	3.2%	46.0%[activator]	1.0%	-0.3%	0.1%	25.4%	6.9	?	-2.1	6.5%	-2.6%
O=C(ON=C1CCN(S(=O)(=O)c2ccccc2)CC1)c1cccc(Cl)c1	-1.8%	0.3%	0.3%	-0.2%	-0.4%	7.4%	11.0	?	0.4	0.2%	-2.0%
CCOC(=O)c1sc(N)c(C#N)c1CSc1nnc(C2CC2)n1N	2.2%	5.0%	-0.3%	0.1%	-7.6%	-5.6%	4.0	2.8%	1.7	2.5%	-6.4%
O=S(=O)(c1ccc(Cl)nc1)N1CCN(Cc2ccc3c(c2)OCO3)CC1	-2.8%	.	-4.4%	0.0%	-5.2%	-23.1%	-18.5	-3.6%	2.6	1.9%	-2.6%
Cc1cc(=O)oc2cc(OCC(=O)N3CCN(c4ccc(F)cc4)CC3)c(Cl)cc12	.	.	5.0%	-0.3%	-14.9%	29.6%	-27.0	1.3%	.	-1.0%	-3.3%
O=[N+]([O-])c1ccccc1/C=N/N1CCN(Cc2ccccc2)CC1	5.4%	-9.6%	-2.4%	-0.5%	0.6%	0.0%	25.7	5.8%	-1.2	-3.7%	1.2%
O=C(CCC1CCCC1)Nc1ccc(OCC(=O)N2CCOCC2)cc1	0.1%	-14.6%	-1.5%	0.2%	-5.2%	18.5%	-19.1	-0.3%	-0.7	0.0%	7.0%
CCOC(=O)c1sc(NC(=O)C2CCC2)cc1C	-15.3%	-1.8%	10.9%	3.2%	-4.1%	0.0%	-26.4	?	-3.5	1.6%	0.0%
CN1CCN(C(=O)/C(=C/c2cn(C)c3ccccc23)NC(=O)c2ccccc2)CC1	.	0.1%	3.5%	-0.5%	-3.5%	-1.5%	-2.6	-1.1%	0.8	3.4%	-18.1%
CCn1cc(C(=O)N2CCCC(CO)(Cc3ccccc3C)C2)cn1 (centres undefined)	-15.6%[0.46 µM]	-2.5%	-0.7%	0.1%	0.3%	-1.5%	-10.5	?	-0.7	1.0%	0.2%
COc1ccc(-c2cc3ccc(OCC(C)=O)cc3oc2=O)cc1	-0.4%[0.46 µM]	2.0%	-0.6%	-0.6%	-3.2%	0.0%	9.0	0.2%	0.1	i	2.1%
O=C1NC(=Nc2ccccc2)/C(=C/c2ccco2)S1	7.4%	?	-0.1%	-0.3%	-2.1%	-33.4%	?	10.0%	1.9	-0.8%	-8.8%
Cc1ccc(S(=O)(=O)C2(C(=O)Nc3nccs3)CC2)cc1	-4.8%	-6.4%	1.7%	0.2%	-0.8%	-11.5%	-3.4	8.3%	0.5	-1.5%	-16.2%
CCNC(=S)N1CCN(CCN=CC2=C(O)CC(C)(C)CC2=O)CC1	-1.0%	.	-0.6%	-0.7%	-6.2%	-6.4%	?	0.3%	-0.2	-1.7%	1.4%
CCOC(=O)C1CCCN(S(=O)(=O)c2cc(Br)cc3c2N(C(C)=O)CC3)C1 (centres undefined)	.	-2.1%	3.9%	0.2%	-6.8%	-27.6%	10.1	?	7.8	3.1%	-0.6%
CCOC(=O)Cn1c(-c2ccccn2)nc2ccccc21	-3.8%	2.8%	6.6%	-0.1%	-2.2%	2.2%	-21.4	8.0%	1.9	0.5%	-3.9%
Fc1ccc(-c2csc(-c3ccc(C4SCCS4)cc3)n2)cc1F	-3.1%	.	0.8%	-0.7%	-3.3%	0.0%	4.1	1.5%	-1.8	-0.4%	-1.7%
COc1ccc(-c2csc(NC(=O)c3cc(C)on3)c2C#N)cc1OC	?	?	-1.8%	-0.2%	.	-16.6%	1.7	?	-3.6	1.6%	5.9%
O=C(Nc1ccccc1)NC1(C(=O)N2CCN(C(=O)c3ccco3)CC2)CCCCC1	-0.2%	15.3%	-0.5%	0.2%	-1.7%	-1.1%	-4.2	-0.2%	2.6	0.7%	6.3%
COc1ccc2cc(C(N)=O)c(=Nc3ccc(C)cc3)oc2c1	0.8%	-16.8%	?	-0.5%	-1.0%	50.9%	-9.1	-7.6%	0.6	-3.2%	-2.0%
OCc1ccccc1N=Cc1cccnc1	0.7%	-19.6%	-3.9%	-0.9%	0.0%	6.4%	12.0	0.2%	-1.4	16.7%	0.3%
CC(C)C(=O)Nc1cc(S(=O)(=O)N2CCOCC2)ccc1N1CCCCC1	.	.	.	-0.6%	-2.2%	-19.5%	-24.5	0.5%	.	-2.1%	-2.0%
O=C(c1cc(-c2ccccc2)on1)N1CCN(c2ccccc2)CC1	0.7%	0.4%	6.9%	0.3%	-4.0%	15.6%	5.0	?	0.6	-6.9%	0.2%
N#C/C(=N\Nc1ccc([N+](=O)[O-])cc1)C(=N)N1CCOCC1	-4.7%	.	0.4%	0.6%	0.1%	17.5%	4.9	?	0.1	-8.6%	-4.7%
O=C(OCC1CC(c2ccccn2)=NO1)c1ccc(Br)cc1 (centres undefined)	-3.8%	-0.6%	2.2%	-0.3%	-3.9%	-13.1%	-5.3	2.2%	3.7	-0.9%	1.3%
CCOc1cc(/C=N/NC(=O)c2ccccc2OCc2ccc(F)cc2)ccc1O	.	.	.	-0.9%	-4.1%	9.3%	25.5	?	.	-11.7%	0.5%
CCOC(=O)C1(C)NC(c2ccc(N(C)C)cc2)C2C(=O)N(c3ccc(OC)cc3)C(=O)C21 (centres undefined)	1.3%	-1.0%	2.0%	-0.5%	-0.4%	7.7%	11.2	-0.2%	1.1	-1.1%	0.1%
